Lipid storage S3 – qHTS Assay for Lipid Storage Modulators in Drosophila S3 Cells | 320,000 tested, 0.64% active | lipid storage change, negative = inhibition, % at the top dose, mostly 46.1 µM; hits show Potency in µM | Drosophila S3 cells, BODIPY lipid droplet fluorescence, 18-24 h; cells fed with added oleic acid | AID 2685; active means well fitted inhibition curve with a large enough effect in the signal ratio, with a control signal flat, not every such curve was filed as active; inconclusive means small, poorly fitted or top-dose-only effect, or effect the other way, or a change in a side signal; the % refers to the signal ratio
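Laser-scanning cytometry quantifies lipid droplet accumulation (500–530 nm total intensity; droplet/cell object ratio) in oleic acid-fed (400 uM added) Drosophila S3 cells treated with a concentration series. 20 uM Triacsin C defined 100% inhibition.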
Lipid storage S3 cell count max – second read-out of Lipid storage S3, no call of its own (marks repeat the call); cell number change, %; measured here: cell count max response;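 cells counted by Cell Tracker Red CMTPX staining in the red channel; peak over a dose series mostly up to 46.1 µM; percent activity relative to internal control wells on each plate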
An asterisk follows results filed as active; i = inactive; ? = inconclusive; nt = no result given; [ ] = another dose, or the depositor's remark. On the % scale 0 is the no-effect control and ±100 the full control effect; potency means the concentration at half of the fitted maximal effect. An excerpt (hit frequency here may not be typical).

SMILES	Lipid storage S3	Lipid storage S3 cell count max
CC1=C(C(=O)Nc2ccccn2)C(c2ccc(N(C)C)cc2)n2ncnc2N1 (stereo not drawn)	?	nt
Cc1ccc(C(=O)c2c(NC(=O)c3ccccc3C)sc(C)c2C)cc1	?	nt
CCOC(=O)/C(C#N)=C(\O)c1ccc(NC(=O)c2ccc([N+](=O)[O-])cc2)cc1	-2%	21
Cc1cccc(NS(=O)(=O)c2cccc(C(=O)NCCCN3CCCC3=O)c2)c1	i	nt
CCc1noc(C)c1C(=O)NNC(=O)COc1cc(C)ccc1C	?	nt
COc1ccc(-c2cc(C(=O)N(C)Cc3ccccc3)c3ccccc3n2)cc1	i	1
O=C(CCc1ccccc1)Nc1cccnc1	5%	nt
Cc1ccc(Nc2nnc(SCc3cc(=O)n4cc(C)ccc4n3)s2)cc1	?	nt
COc1ccc(NC(=O)CN(C)CC(=O)N2CCCCCC2)cc1	?	nt
COC(=O)c1ccc(-c2nc3cc(N)ccc3o2)cc1	3%	-1
Nc1c(C(=O)CSc2nnc(Cc3ccccc3)o2)c(=O)[nH]c(=O)n1C1CC1	?	nt
CCn1cc[n+](C)c1P(c1ccccc1)c1ccccc1	-8%	-5
CCC(C)N1CC(O)=C(c2nc3ccccc3[nH]2)C1=N (stereo not drawn)	18%	-12
COc1ccc(/C=N/NC(=O)c2cc(-c3cccnc3)nc3ccccc23)c(OC)c1	-3%	-6
COc1ccc(NC(=O)O/N=C/c2ccncc2)cc1	?	nt
COCc1[nH][nH]c(=O)c1C=NCC(=O)OC	-11%	-6
O=C(CN1CCN(Cc2ccccc2)CC1)NC(=O)NC1CCCCC1	?	nt
CCCNS(=O)(=O)c1cccc2cccnc12	-1%[9.22 µM]	2
CCOC(=O)c1sc(=S)n(C)c1C	?	nt
Cc1cccc(N2CCCn3c2nc2c3c(=O)n(CCN3CCOCC3)c(=O)n2C)c1	?	nt
Cc1cccc(CNC(=O)c2ccc(NC(=O)C3=CSCCO3)cc2)c1	?	nt
CC1CN(c2nc(N(C)c3ccccc3)nc(N)c2[N+](=O)[O-])CC(C)O1 (stereo not drawn)	-4%	-1
COc1cc(NCCC(=O)c2cccs2)c(OC)cc1Cl	?	nt
COc1ccc(Cl)cc1NC(=O)CCN1C(=O)C2CC=CCC2C1=O (stereo not drawn)	-7%	17
Cn1cc(SCC(=O)NC2CCCC2)c2ccccc21	13%	-10
CC(=O)NCc1ccc(C(=O)O)cc1	?	nt
CS(=O)(=O)Nc1cccc(-c2cn3ccccc3n2)c1	?	nt
O=C1CSC(=S)N1c1ccc(F)c(Cl)c1	-8%	-9
Cc1cccc(N2C(=O)CC(SC(=Nc3ccccc3)Nc3ccccc3)C2=O)c1 (stereo not drawn)	i	nt
C#CCN1C(=O)S/C(=C\c2cc3c(cc2OC)OCO3)C1=O	?	nt
O=C(/C=C/c1ccco1)N1CCC(Cc2ccccc2)CC1	-7%	13
Cc1ccc(/C=N/NC(=O)c2c(C)nc3ccc(Br)cn23)cc1	?	nt
CC(=O)Nc1c(Cl)cc([N+](=O)[O-])c2ccccc12	6%	nt
CN(C)c1ccnc(Nc2ccc(O)cc2)c1C#N	?	nt
Cc1cc(C(=O)NNC(=S)NCC(C)C)no1	11%	0
Cc1cc(C(=O)Nc2cccc(-c3ccc(N4CCOCC4)nn3)c2)ccc1[N+](=O)[O-]	?	nt
COc1ccccc1-c1nnc(SCC(=O)O)n1-c1ccccc1	?	nt
Cc1ccc(C(=O)N[C@H](C(=O)OCc2cc(=O)oc3cc(C)ccc23)C(C)C)cc1	4%	-3
CCOCC(=O)Nc1cc(C)on1	4%	19
Cc1cc(C)c(S(=O)(=O)c2ccccc2)c(OC(=O)c2c(F)cccc2Cl)n1	?	nt
COc1cccc(NC(=O)c2c(C)nn(-c3ccccc3)c2Cl)c1	-1%	12
Cc1noc(C)c1S(=O)(=O)N(CC(=O)NCCc1ccccc1)c1ccc(C(C)C)cc1	?	nt
CCN(CC)C(=O)c1ccc(C(=O)Nc2ccc(F)cc2)cc1	13%	-6
COc1ccccc1CCC(=O)OCC(=O)Nc1cccc(S(=O)(=O)N2CCCCC2)c1	i	-16
CC(=O)c1c(C)oc(C)c1CSCc1ccc(C(=O)O)o1	?	nt
Cc1ccc(C(=O)N/C(=C\c2cccs2)C(=O)NCCCn2ccnc2)cc1	?	nt
CCN(CC)C(=O)COc1ccc2oc(-c3ccco3)cc(=O)c2c1	-1%	4
CC(C)(C)n1nc2c(c1NC(=O)c1c(F)cccc1F)CS(=O)(=O)C2	i	nt
CCN(CC)CC(=O)c1c[nH]c2ccc(C)cc12	27%	1
Cc1ccccc1Nc1nc(N)nc(COC(=O)[C@@H](NC(=O)c2ccccc2Cl)C(C)C)n1	?	nt
Cc1ccccc1OCC(O)Cn1c(NCc2ccco2)nc2c1c(=O)[nH]c(=O)n2C (stereo not drawn)	i	15
Cc1ccc(-c2cc3ncc(C#N)c(N)n3n2)cc1	21%	nt
O=C(NCCN1CCOCC1)c1c(O)nc2sccn2c1=O	?	nt
COc1cccc2c1OCC(CN1CCN(Cc3ccccc3F)C(CCO)C1)=C2 (stereo not drawn)	9%	11
CCCNc1nc(NCC)nc(OC)n1	21%	1
Cc1nc(NCc2ccccc2)sc1C(=O)Nc1ccccc1	?	nt
CN(C)CC1(c2ccccc2)CCCC1	-8%	-2
COCCn1c(=NC(=O)CCS(=O)(=O)c2ccccc2)sc2cc(C(=O)OC)ccc21	-12%	nt
COc1cccc(NC(=O)CSc2nnc(CN3CCOCC3)n2C)c1	-2%	19
Cc1c(CC(=O)N2CCN(C(=O)C3COc4ccccc4O3)CC2)c(=O)oc2c(O)c(O)ccc12 (stereo not drawn)	?	nt
Next compounds follow.
SMILES	Lipid storage S3	Lipid storage S3 cell count max
COc1cc(C(=O)NCCc2c[nH]c3ccccc23)ccc1OCc1c(C)noc1C	?	nt
CCOC(=O)N1CCN(c2nc3ccccc3nc2C(C#N)C(=O)NCCc2ccccc2)CC1 (stereo not drawn)	24%	6
CC1CCN(S(=O)(=O)c2ccc(N/N=C(/C#N)C(N)=O)cc2)CC1	-9%	-12
CC(=O)c1ccc2noc(-c3ccc(Cl)cc3)c2c1	4%	-8
CCOC(=O)C1Cc2ccccc2CN1 (stereo not drawn)	8%	1
Fc1ccc(-c2cc(C(F)(F)F)nc(NCc3cccs3)n2)cc1	11%	10
COc1ccc(CCNC(=O)C(=O)N2CCCCC2)cc1OC	-2%	6
S=C(Nc1ccc(Cl)c(Cl)c1)NN1CCOCC1	0%	-3
N/C(Cn1cncn1)=N\NC(=O)C(=O)Nc1ccc(Cl)cc1Cl	i	9
O=[N+]([O-])c1ccc(-c2ccc(/C=N/n3cnnc3)o2)c(Br)c1	11%	-25
C/C(=N/OC(=O)c1c(-c2c(Cl)cccc2Cl)noc1C)c1cnccn1	?	nt
CC(Oc1ccc(Cl)cc1Cl)c1nc(-c2ccc(NC(=O)c3ccncc3)cc2)no1 (stereo not drawn)	?	nt
CCOC(=O)c1ccc(NC(=O)N2CCCCC2)cc1	?	nt
CSCC[C@H](NC(=O)C1CCN(C(=O)[C@@H](N)Cc2ccccc2)CC1)C(=O)O	i	23
CCC(CC)C(=O)NCCNC(=O)C(CC)CC	?	nt

Random excerpt: three entries already listed.
SMILES	Lipid storage S3	Lipid storage S3 cell count max
O=[N+]([O-])c1ccc(-c2ccc(/C=N/n3cnnc3)o2)c(Br)c1	11%	-25
CCOC(=O)c1ccc(NC(=O)N2CCCCC2)cc1	?	nt
CSCC[C@H](NC(=O)C1CCN(C(=O)[C@@H](N)Cc2ccccc2)CC1)C(=O)O	i	23

Additional entries.
SMILES	Lipid storage S3	Lipid storage S3 cell count max
CNS(=O)(=O)c1cccc(C(=O)OCC(=O)NC2CCCC2)c1	2%	9
CCn1c(SCC(=O)N/N=C/C=C/c2ccco2)nnc1-c1ccccc1	?	nt
COc1cc(/C=C/C(=O)Nc2nc3ccc(S(=O)(=O)N(C)C)cc3s2)cc(OC)c1OC	?	nt
N#Cc1c(N2C(=O)C3C4C=CC(C4)C3C2=O)sc2c1CCC2 (stereo not drawn)	-21%	-28
C[C@]12CCC(O)CC1CCC1C2CC[C@]2(C)C(c3cc(C(F)(F)F)n[nH]3)CCC12 (stereo partly drawn)	?	nt
CN(Cc1ccccc1)C(=O)[C@@H]1CCCN1S(=O)(=O)c1ccc(Cl)cc1	i	22
COc1ccc([N+](=O)[O-])cc1NC(=O)C(C)OC(=O)CN1C(=O)C2CC=CCC2C1=O (stereo not drawn)	?	nt
CCOC(=O)C(NC(C)=O)C(=O)Nc1ccc(C(C)C)cc1 (stereo not drawn)	?	nt
CC1=Nn2c(nnc2-c2ccc(F)cc2)SC1	?	nt
COc1cc(C(=O)NCC2CCCO2)cc(OC)c1OC (stereo not drawn)	2%	14
O=C(C1CCN(S(=O)(=O)c2cnc[nH]2)CC1)N1CCN(Cc2ccc3c(c2)OCO3)CC1	5.8µM*	1.5*
CC(Sc1nnnn1C)C(=O)NC(=O)NC1CCCCC1 (stereo not drawn)	?	nt
CCOc1ccc(CCNC(=O)CCc2nnc3ccc(N4CCCCC4)nn23)cc1OCC	?	nt
Cn1c(SCC(=O)NCc2ccco2)nnc1-c1c[nH]c2ccccc12	?	nt
COCCC(=O)N1CCC(Oc2ccc(C(=O)NCCc3cnn(C)c3)cc2)CC1	i	8

A second format for some results above.
Each structure is followed by: Lipid storage S3	Lipid storage S3 cell count max
CCOc1ccc(CCNC(=O)CCc2nnc3ccc(N4CCCCC4)nn23)cc1OCC
    ?	nt
Cn1c(SCC(=O)NCc2ccco2)nnc1-c1c[nH]c2ccccc12
    ?	nt

More records follow:
SMILES	Lipid storage S3	Lipid storage S3 cell count max
N#Cc1cc2c(nc1SCC(=O)Nc1sc3c(c1C#N)CCC3)CCCCCC2	?	nt
C[C@@H](C(=O)NCc1ccccc1)[C@H]1C[C@]1(C)[C@H](NC(=O)OCc1ccccc1)c1ccccc1	i	nt
COc1ccc(C2(c3ccc(OC)cc3)NC(=O)N(CC(=O)Nc3ccc(N4CCOCC4)cc3)C2=O)cc1	?	nt
CCCCCCCCOC1OC(CO)C(O)C(O)C1NC(C)=O (stereo not drawn)	11%	-2
O=C(NC(=S)N1CCOCC1)c1ccccc1Cl	i	-20
N=c1c(C(=O)NCC2CCCO2)cc2c(=O)n3ccccc3nc2n1Cc1ccccc1Cl (stereo not drawn)	?	nt
Nc1c(N=Nc2cccc(Cl)c2)c(=O)[nH]n1-c1ccccc1	?	nt
CCOc1ncccc1C(=O)NCCc1ccc(Cl)cc1	6%	-8
CC#CCc1cc2ccccc2c(=O)o1	11%	11
CCC(=O)N(Cc1cc2cccc(C)c2[nH]c1=O)c1ccccc1OC	2%	1
O=C(CN1C(=O)CCC1=O)c1ccc(-c2ccccc2)cc1	?	nt
O=C(NNC(=O)C1CCCO1)c1ccc(Cl)cc1 (stereo not drawn)	?	nt
COc1ccc(-n2c(SCc3ccc(C#N)cc3)nnc2-c2ccccn2)cc1	?	nt
COc1ccc(NC(=O)COc2ccccc2F)cc1S(=O)(=O)N1CCCCC1	?	nt
O=C(Cn1cc2c(n1)CCCCC2)Nc1c(F)cc(F)cc1Br	21%	nt
COc1ccc(CN2CCOCC2)cc1Br	-7%	-1
CCOc1ccccc1NC(=O)c1ccc(Cl)c(NC(=O)CC(c2ccccc2)c2ccccc2)c1	?	nt
CN(C)/C=C/C(=O)c1cccc(Oc2ncccn2)c1	?	nt
O=C1/C(=C/c2ccc([N+](=O)[O-])cc2)C=C(c2ccccc2)N1c1ccc(O)cc1	?	nt
CCOC(=O)c1c(NC(=O)c2nn(CC)cc2Br)sc(C)c1C	?	nt
O=C(CCNS(=O)(=O)c1ccc(Br)s1)NCc1ccccc1	?	nt
COc1ccc(N(CC(=O)NCCOc2ccccc2)S(=O)(=O)c2ccc(C)cc2)cc1	?	nt
Clc1cnc(Nc2cccnc2)c(Cl)c1	?	nt
CCN(CC)C(=O)Oc1ccccc1NC(C)=O	?	nt
CCCCc1nc2cc(C(=O)NCc3cc(C)n(C)n3)ccc2o1	2%	4
Cc1ncc(S(=O)(=O)C(C)(C)C)c(N)n1	-11%	-1
O=C(CSc1nc(-c2cccs2)nc2ccccc12)NC1CCS(=O)(=O)C1 (stereo not drawn)	i	-9
CCN(CC)P(=O)(Nc1ccccc1Br)c1ccc(N(C)C)cc1NC(=O)c1ccco1 (stereo not drawn)	-6%	-2
Nc1cccc(C(=O)Nc2ccc(N)cc2Cl)c1	i	40
CCCCN(CC)CCNS(=O)(=O)c1ccc2c(c1)oc(=O)n2C	?	nt
Cc1ccc(S(=O)(=O)Cn2cnnn2)cc1	?	nt
O=C(c1ccc(Cl)nc1)c1cccs1	-17%	2
CCc1ccc(-c2cc(C(=O)Nc3c(C)n(C)n(-c4ccccc4)c3=O)c3ccccc3n2)s1	?	nt

An excerpt of these results, with two lines to a compound:
Second line of a record – Lipid storage S3	Lipid storage S3 cell count max
CCN(CC)P(=O)(Nc1ccccc1Br)c1ccc(N(C)C)cc1NC(=O)c1ccco1 (stereo not drawn)
 : -6%	-2
Nc1cccc(C(=O)Nc2ccc(N)cc2Cl)c1
 : i	40
CCCCN(CC)CCNS(=O)(=O)c1ccc2c(c1)oc(=O)n2C
 : ?	nt
Cc1ccc(S(=O)(=O)Cn2cnnn2)cc1
 : ?	nt
O=C(c1ccc(Cl)nc1)c1cccs1
 : -17%	2
CCc1ccc(-c2cc(C(=O)Nc3c(C)n(C)n(-c4ccccc4)c3=O)c3ccccc3n2)s1
 : ?	nt

Compound activity from PubChem BioAssay.
